PP5 primary – inhibitors of human protein phosphatase 5 (PP5); P53041; purified PP5c, OMFP substrate fluorescence; inhibition, % at 6.7 µM; 320,000 tested, 0.18% active; AID 1987;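 active = inhibition above the campaign's mean inhibition across all tested compounds plus 3 SD, cut at about 9.5% in these data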;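 note: 0% = DMSO only and 100% = 100 µM cantharidin control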
PREPL inhibitor – human PREPL enzyme inhibition; Q4J6C6; recombinant PREPL, fluorescence polarization activity-based probe; inhibition, % at 5.96 µM; 320,000 tested, 0.68% active; in the data active = inhibition above about 43%;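 note: 0% = enzyme with DMSO and 100% = wells lacking enzyme; many of its hits are not listed in these tables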
Target sequence (Q4J6C6 whole entry, looked up): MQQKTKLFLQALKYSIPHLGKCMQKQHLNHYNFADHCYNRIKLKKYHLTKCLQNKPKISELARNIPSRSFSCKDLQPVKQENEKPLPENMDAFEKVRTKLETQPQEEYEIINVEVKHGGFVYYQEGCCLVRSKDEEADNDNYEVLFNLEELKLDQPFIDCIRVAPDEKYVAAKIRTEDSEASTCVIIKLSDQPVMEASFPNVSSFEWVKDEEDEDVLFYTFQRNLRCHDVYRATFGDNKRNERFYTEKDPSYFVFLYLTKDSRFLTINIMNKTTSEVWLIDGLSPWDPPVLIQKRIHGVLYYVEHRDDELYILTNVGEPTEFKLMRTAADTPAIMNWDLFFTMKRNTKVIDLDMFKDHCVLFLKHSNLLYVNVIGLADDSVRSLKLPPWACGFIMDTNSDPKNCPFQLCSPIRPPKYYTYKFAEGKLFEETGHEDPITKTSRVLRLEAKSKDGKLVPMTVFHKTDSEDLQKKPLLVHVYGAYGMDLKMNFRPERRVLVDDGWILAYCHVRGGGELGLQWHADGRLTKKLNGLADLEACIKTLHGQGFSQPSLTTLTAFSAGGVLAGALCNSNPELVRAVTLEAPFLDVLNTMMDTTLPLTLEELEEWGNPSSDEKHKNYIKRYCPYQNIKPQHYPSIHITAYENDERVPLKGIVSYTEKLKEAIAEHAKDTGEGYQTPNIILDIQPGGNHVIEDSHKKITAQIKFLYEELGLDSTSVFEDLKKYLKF
ZTA counter – counter-screen for EBNA-1 inhibitors: inhibitors of Epstein-Barr virus ZTA. P03206. 320,000 tested, 0.15% active. ZTA-DNA binding, fluorescence polarization. inhibition, % at 11 µM; in the data active = inhibition above about 33%
TPT1 inh – inhibitors of Candida albicans tRNA 2'-phosphotransferase TPT1. recombinant caTPT1, FP RNA substrate dephosphorylation. inhibition, % at 5 µM. 300,000 tested, 0.81% active;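 active = inhibition above the mean of all tested compounds plus 3 SD, set per screening campaign, cut at about 24% in these data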;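 note: plate controls were DMSO alone for no effect and ferristatin control at 100 nM for full effect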
EBNA-1 inhibitor – blocks EBNA-1 binding to DNA; EBNA-1 DNA binding, fluorescence polarization; inhibition, % at 14.8 µM; 300,000 tested, 0.34% active; AID 1950; in the data active = inhibition above about 28%
Efflux pump mplx – blocks antifungal efflux pumps in multiplex yeast assay; inhibition, % at 10 µM; 330,000 tested, 0.44% active; S. cerevisiae Candida pump triplex, Nile Red efflux;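 active = plate passing quality check with inhibition over a set limit, or well fluorescence over plate mean plus 4 SD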;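 note: Nile Red retained in pooled yeast measured as flow cytometry median fluorescence; 0% = buffer negative control and 100% = Enniatin B positive control; higher means more Nile Red kept so more efflux inhibition; some compounds called inactive have numbers as strong as hits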
core dimer inh – HCV core protein dimerization inhibition; TR-FRET GST/Flag-core106 dimerization, 1536-well; inhibition, % at 5 µM; 300,000 tested, 0.33% active;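 active = inhibition above the mean of all tested compounds plus 3 SD, set per screening campaign, cut at about 45% in these data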
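Assay system: GST-tagged and Flag-tagged HCV core protein residues 1-106 / Times: compound-protein-antibody incubation 4 h at 22.5 °C / Signal: time-resolved FRET, ex 340 nm, em 617 and 671 nm / Evaluation: % inhibition based on acceptor/donor emission ratio / Benchmarks: wells lacking GST-core106 and wells with excess unlabelled core106 / Repeats: singlicate, one well per compound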
PP1 inh – blocks human PP1-alpha phosphatase, a PP5 counter-screen; P62136; purified PP1alpha, OMFP fluorescence; inhibition, % at 6.7 µM; 320,000 tested, 0.9% active;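 active = inhibition above the mean inhibition of all tested compounds plus 3 SD, computed separately for each screening campaign, cut at about 15% in these data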
Target sequence (P62136 whole entry, looked up): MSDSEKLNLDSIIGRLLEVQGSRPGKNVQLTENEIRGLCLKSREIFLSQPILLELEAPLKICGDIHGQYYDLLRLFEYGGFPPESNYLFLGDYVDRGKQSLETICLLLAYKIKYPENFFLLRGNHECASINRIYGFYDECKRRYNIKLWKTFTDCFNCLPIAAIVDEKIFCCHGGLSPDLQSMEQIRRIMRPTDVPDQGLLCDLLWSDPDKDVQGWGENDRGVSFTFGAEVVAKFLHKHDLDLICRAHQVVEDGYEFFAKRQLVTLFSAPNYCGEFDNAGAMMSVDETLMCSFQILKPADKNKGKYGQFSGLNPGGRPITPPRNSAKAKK
Fh CTSL1 inh – cathepsin L1 inhibition, PFM18AAP counter-screen; recombinant F. hepatica cathepsin L1, Z-Leu-Arg-MCA fluorescence; inhibition, % at 5.96 µM; 300,000 tested, 0.49% active;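 active = inhibition above the mean of all tested compounds plus 3 SD, set per screening campaign, cut at about 17% in these data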;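 note: 0% = plate median of test compound wells and 100% = 1 µM Z-Phe-Ala-diazomethylketone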
Numbers without * were called inactive; / = not tested or not shown.

SMILES | PP5 primary | PREPL inhibitor | ZTA counter | TPT1 inh | EBNA-1 inhibitor | Efflux pump mplx | core dimer inh | PP1 inh | Fh CTSL1 inh
O=C(C1=C(O)C(=O)N(CCN2CCOCC2)C1c1ccccc1)c1cccs1 (stereo not drawn) | 4.4 | 1 | 9 | -2 | -7 | 0.0 | 4 | 0 | -3
Cc1noc(C)c1CSc1nnc2sc3ccccc3n12 | -0.4 | -2 | -3 | -6 | 4 | -0.1 | -3 | -1 | -4
Cc1cc(C)c2oc(C(=O)NCCc3ccc(S(N)(=O)=O)cc3)cc(=O)c2c1 | 0.1 | 12 | -10 | -4 | -4 | 0.0 | 1 | -3 | 1
COc1ccc(NC(=O)CCC(=O)N2CCOCC2)c([N+](=O)[O-])c1 | -0.2 | -1 | -3 | -2 | -4 | 0.1 | -2 | -1 | -1
CC1/C(=N/O)CC(c2ccccc2)N(C)C1c1ccccc1 (stereo not drawn) | 4.8 | 12 | 3 | 0 | -6 | 0.0 | 2 | -1 | -3
CCOc1cc(NC(=S)Nc2ccccc2)c(OCC)cc1NC(=O)c1ccc(OC)cc1 | 1.9 | 8 | -4 | -2 | 12 | -0.1 | 18 | 2 | 1
O=C(Nc1ccc(F)cc1)c1ccccc1Oc1ccc(C(F)(F)F)cc1[N+](=O)[O-] | 4.7 | 6 | -1 | 1 | 1 | -12 | 6 | 4 | 1
COc1ccc(-c2csc(NC(=O)CCCc3nc4ccccc4c(=O)[nH]3)n2)cc1OC | -0.1 | 6 | -1 | 3 | -4 | 0.2 | 2 | 0 | -3
COc1cc(/C=N/NC(=O)c2cc(-c3ccc4c(c3)OCO4)n[nH]2)ccc1O | 2.5 | 31 | 3 | -3 | 2 | 0.0 | 0 | -1 | 3
COc1nc(-c2ccccc2)ccc1-c1noc(COc2ccccc2)n1 | 1.5 | -17 | -25 | 4 | -18 | 0.0 | 2 | 19* | 3
CCC(C(=O)O/N=C(\N)c1ccc(Cl)cc1)c1ccccc1 (stereo not drawn) | 4.4 | -4 | 8 | -3 | 2 | 0.1 | 3 | -2 | -4
CC(NC(=O)COC(=O)CCc1nc(=O)c2ccccc2n1C)c1ccccc1 (stereo not drawn) | -0.4 | 3 | -8 | -5 | -2 | -0.1 | -1 | 0 | -22
CCn1c(=O)n(CC)c2cc(N3CCCC3)c(NC(=O)c3cc(Br)ccc3OC)cc21 | -0.2 | 27 | -19 | -3 | -9 | 0.2 | 6 | 2 | 11
COc1cc(C2Nc3cccc4cccc(c34)N2)ccc1O | -0.2 | 24 | 8 | 0 | 4 | 0.3 | 16 | -1 | -3
CC(C)=CCN1CCN(Cc2ccc(C#CC(C)(C)O)s2)CC1CCO (stereo not drawn) | -2.1 | 10 | -7 | 1 | 1 | -0.1 | -7 | 1 | 0
c1ccc(-c2cc(-c3nnc4n3N=C(c3ccc5ccccc5c3)CS4)[nH]n2)cc1 | 4.5 | -16 | 10 | -5 | -2 | 0.3 | 23 | 30* | 0
COc1ccc(-c2noc3c2-c2nc(C4CCCCC4)sc2CC3)cc1 | 4.4 | -2 | -5 | 2 | -5 | -0.1 | 4 | 0 | 2
CCOc1ccc2cc(C#N)c(SCC(=O)OC)nc2c1 | -0.8 | 4 | 3 | 1 | -9 | 0.3 | 6 | -3 | 5
O=C(CC12CC3CC(CC(C3)C1)C2)N/N=C/c1ccncc1 | -0.9 | -6 | 8 | -5 | -5 | 0.0 | -3 | -1 | 4
Cc1csc2c(=O)[nH]cnc12 | 2.9 | -6 | 2 | 2 | -1 | 0.2 | 0 | 0 | -5

Compounds above that contain a thiophene ring, fused or not (3):
SMILES | PP5 primary | PREPL inhibitor | ZTA counter | TPT1 inh | EBNA-1 inhibitor | Efflux pump mplx | core dimer inh | PP1 inh | Fh CTSL1 inh
O=C(C1=C(O)C(=O)N(CCN2CCOCC2)C1c1ccccc1)c1cccs1 (stereo not drawn) | 4.4 | 1 | 9 | -2 | -7 | 0.0 | 4 | 0 | -3
CC(C)=CCN1CCN(Cc2ccc(C#CC(C)(C)O)s2)CC1CCO (stereo not drawn) | -2.1 | 10 | -7 | 1 | 1 | -0.1 | -7 | 1 | 0
Cc1csc2c(=O)[nH]cnc12 | 2.9 | -6 | 2 | 2 | -1 | 0.2 | 0 | 0 | -5

Next results follow.
SMILES | PP5 primary | PREPL inhibitor | ZTA counter | TPT1 inh | EBNA-1 inhibitor | Efflux pump mplx | core dimer inh | PP1 inh | Fh CTSL1 inh
CN(CC(=O)Nc1ccc(F)cc1)CC(=O)Nc1ccc(F)c(F)c1F | -1.1 | -13 | 3 | 2 | 2 | 0.0 | 6 | -2 | 7
O=C(N/N=C/c1ccc(-c2ccc(Cl)c(C(=O)O)c2)o1)c1cc2c(ccc3ccccc32)o1 | -2.5 | 6 | 31 | 0 | 22 | -0.2 | 22 | 8 | 1
Cc1ccc2c(c1)[C@H]1[C@H](CO2)[C@H](c2ccccc2)[C@]2(C)C(=O)N(Cc3ccc(Cl)cc3)CC(=O)N12 | 0.9 | 1 | -17 | / | / | 0.2 | / | 9 | /
COc1cc(N2CCCC2)c(OC)cc1/C=C(/C#N)c1cccc(F)c1 | 1.8 | 16 | -13 | 143* | -16 | 0.3 | 2 | 0 | 5
CCCCn1c(N)c(N(CC(C)C)C(=O)c2ccc(-c3ccc(Cl)cc3)o2)c(=O)[nH]c1=O | 1.9 | 10 | 5 | / | / | 0.1 | / | 3 | /
O=C(c1cccs1)N1CCCC(N2CCN(c3ccc(F)cc3)CC2)C1 (stereo not drawn) | 4.5 | -10 | -3 | 0 | -3 | 0.3 | 0 | -3 | 3
Cc1ccccc1NC(=O)CN(C)S(=O)(=O)c1ccc2c(c1)n(C)c(=O)c(=O)n2C | 3.2 | 21 | -12 | -1 | -14 | 0.0 | -3 | -2 | 0
CCOCCc1c(O)nc(SCC(=O)NCc2ccco2)[nH]c1=O | 0.4 | -2 | 3 | -1 | -4 | -0.1 | 1 | -1 | 0
Clc1ccccc1CSc1snnc1-c1ccccc1 | 3.9 | -3 | -10 | -2 | 1 | 0.0 | -1 | -4 | 3
COc1ccc(N2CC(C(=O)Nc3cc(C(F)(F)F)ccc3N3CCCC3)CC2=O)c(OC)c1 (stereo not drawn) | 2.9 | 4 | 2 | 2 | -5 | -0.2 | 6 | -3 | 4
Cc1ccsc1C(=O)Nc1nc2ccccc2[nH]1 | -2.4 | -1 | 9 | 0 | -6 | -0.1 | 3 | -2 | 2
CC(=O)Nc1ccc(Nc2nc(C)nc3c2oc2ccccc23)cc1 | 3.0 | 5 | -3 | 5 | 3 | 0.0 | -1 | 0 | 1
CCOP(=O)(OCC)C(Nc1ccc(C(=O)O)cc1)c1ccccc1 (stereo not drawn) | -1.3 | -6 | 8 | 1 | -2 | 0.0 | -1 | -4 | 3
C=CCn1cc(C(=O)N2CCN(CC)CC2)c(=O)c2cc(S(=O)(=O)N(CC)CC)ccc21 | -0.5 | -1 | 1 | 2 | 12 | -0.2 | 2 | -1 | 2
Brc1cccc(OCCN2CCc3ccccc3C2)c1 | 3.0 | -8 | 8 | 3 | -1 | 0.2 | -4 | 1 | -5
C=C(C)CSc1nnc(-c2ccc(OC)c(OC)c2)n1N | -0.1 | 0 | 1 | -4 | 15 | -0.1 | -3 | 2 | -2
Fc1ccccc1/C=N/Nc1ccc(Cl)nn1 | 2.1 | -20 | -1 | 6 | -3 | 0.0 | -3 | -2 | 3
O=C(N/N=C/C=C\c1ccccc1[N+](=O)[O-])c1cc(-c2ccccc2)nc2ccccc12 | 3.0 | -3 | -16 | -2 | -3 | -0.1 | 21 | -1 | 1
Nc1ccc2nc[nH]c2c1 | -3.1 | 9 | -7 | 2 | -14 | 0.2 | 0 | -2 | 4
CCOC(=O)C1(C)/C(=N/Nc2ccccc2Cl)C(=O)C(=O)N1c1ccccc1 (stereo not drawn) | -0.2 | 0 | 3 | 0 | 6 | -0.1 | 18 | 1 | 4
Cc1cccc(C)c1NC(=O)CNC(=O)c1c(C)nn(-c2ccccc2)c1Cl | 1.2 | 2 | 16 | -4 | -3 | 0.0 | 3 | -4 | 2
CCOC(=O)N1CCN(C(=O)c2ccc(N(C)S(=O)(=O)c3ccc(C)cc3)cc2)CC1 | 0.9 | 18 | 9 | -3 | 6 | -0.4 | -13 | -2 | 2
COC(=O)Nc1ccc(S(=O)(=O)N2CCN(CCN3C(=O)C4C5C=CC(C5)C4C3=O)CC2)cc1 (stereo not drawn) | 2.2 | 9 | -1 | 1 | -16 | 0.1 | 2 | -2 | -2
Cc1nnc(NC(=O)C2CCCC2)s1 | 0.5 | -1 | 6 | -5 | 0 | 0.0 | 13 | -1 | -1
C=CCn1c(SCC(=O)Nc2nnc(CC)s2)nnc1-c1cccnc1 | -0.1 | -1 | 15 | 0 | 10 | 0.0 | -2 | -3 | -1
COc1ccc(C)c2sc(N(CCCN(C)C)C(=O)CS(=O)(=O)c3ccc(F)cc3)nc12 | -4.1 | -27 | 1 | 1 | 1 | 0.0 | -4 | -2 | 0
Cc1ccc(-c2nc3ccc(NS(=O)(=O)c4ccccc4)cc3[nH]2)o1 | 0.3 | -9 | 8 | 0 | -2 | 0.2 | -6 | 1 | 2
CC(Sc1nc(-c2ccccc2)nc2c1COC(C)(C)C2)C(=O)N1CCOCC1 (stereo not drawn) | 2.1 | -2 | -3 | 0 | -1 | 0.1 | 4 | 0 | 2
Oc1ccccc1C(=S)N1CCCC1 | 0.0 | 7 | -3 | -2 | -5 | -0.1 | 10 | -6 | -3
COc1ccc(CCC(=O)N2CCCSC2=Nc2ccc(C(C)=O)cc2)cc1 | 0.1 | -4 | -3 | -1 | -3 | 0.2 | 1 | 0 | 2
CC1C/C(=N\NC(=O)c2cccnc2)CC(C)(C)C1 (stereo not drawn) | 1.1 | -7 | -27 | 5 | -4 | -0.2 | 1 | 9 | 3
COc1ccc(NC(=O)c2ccccc2C(=O)N2CCCCC2)cc1 | 1.0 | 8 | -2 | -2 | 2 | -0.1 | -5 | -2 | 2
COc1ccc(C(=S)N2CCOCC2)cc1OS(=O)(=O)c1ccccc1[N+](=O)[O-] | 0.9 | 0 | 12 | -1 | 14 | -0.2 | 6 | -4 | -2
Cn1c(=O)c(=O)n(C)c2cc(S(=O)(=O)NCCN3CCN(c4ccccc4F)CC3)ccc21 | 0.9 | 28 | -6 | 4 | -3 | 0.4 | 1 | -1 | 4
O=C(NCc1ccccc1Cl)c1ccccc1Oc1ccccc1 | 0.7 | 2 | -3 | 3 | -10 | 0.4 | -4 | 3 | 1
CC1(C)Cc2sc3c(=O)[nH]c(=S)[nH]c3c2CO1 | 2.0 | -2 | -6 | -1 | -2 | 0.0 | 1 | -4 | -4
O=C1c2ccccc2S(=O)(=O)N1CCOc1ccc(F)cc1 | 0.6 | -11 | 3 | -2 | 5 | 0.2 | 0 | 1 | 1
COc1ccc(N(CC(=O)NCCc2ccc(S(N)(=O)=O)cc2)S(=O)(=O)c2c(C)noc2C)cc1 | 1.6 | 10 | -7 | -2 | 10 | -0.5 | -6 | 0 | -3
COc1[nH]c2ccc(F)cc2c1C(=O)OCC1CCN(CCNS(C)(=O)=O)CC1 | -0.6 | -8 | 0 | 0 | -8 | 0.1 | 8 | 0 | 2
CN=C(Nc1cccc(OC)c1)SC1CC(=O)N(c2ccc(C(=O)O)cc2)C1=O (stereo not drawn) | -1.9 | 6 | 21 | -2 | 18 | -0.2 | -4 | -2 | 4
Cc1cc2ccccc2n1CCNC(=O)c1ccc(Br)o1 | 3.7 | 32 | -1 | -1 | -2 | 1.3* | -19 | -1 | -8
COc1ccc(-c2csc3nc(-c4ccccc4)oc(=O)c23)cc1OC | 1.3 | 16 | -4 | -2 | 6 | 0.0 | 2 | 4 | 5
O=C1CC(C(=O)N2CCCc3ccccc32)CN1c1ccc(Cl)cc1 (stereo not drawn) | 1.8 | 14 | -5 | 1 | -11 | 0.3 | -2 | 5 | 1

These rows are one share of the data; count on the stated rates, not on these rows.
